# BRCA1 expr act: activators of BRCA1 expression; MCF7-BRCA1-FFLuc reporter, luminescence, 48 h; response scale: scaled: vehicle 0%, 10 µM genistein 100%; Potency, µM (highest dose often 46.1 µM), without a hit: at the highest dose activation, hits mostly activators; actives 1.1% (n = 380,000); AID 624202; also: nearly all actives have a fitted effect of over 80% in size; some results filed as inactive show a strong effect at the top dose
#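 First, MCF7-BRCA1-FFLuc cells (2000/well) attach for 2 h; next, compounds are pin-added and incubated 48 h at 37 °C; finally, luciferase reagent is added and luminescence read after 15 min.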
# uPA surface inh: inhibitors of cell surface uPA generation; cell surface uPA generation assay, qHTS; AID 540303; actives 0.31% (n = 330,000); Potency, µM (series often up to 38.3 µM), for the others: at the top dose activity change, negative = inhibition, hits mostly inhibitors; active = well fitted inhibition curve with a large enough effect; inconclusive = small, poorly fitted or top-dose-only effect; inactive = no such curve, though single readings can be large or run the other way; tested in mouse RAW 264.7 cells; also: % is scaled to controls: 0 for no effect and ±100 for the full control effect; nearly all actives have a fitted effect of over 55% in size
# a7 integrin act: integrin-mediated muscular dystrophy alleviation activation; Potency, µM (highest dose often 38.3 µM), for the others: top-dose activation, usual class: activators; alpha7betagal myoblasts, beta-gal FDG fluorescence, 48 h; actives 0.064% (n = 350,000);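 also: 100% = response of the positive control SU9516; nearly all actives have a fitted effect of over 60% in size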
#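 alpha7betagal+/- myoblasts (passage 13, 250/well) treated 48 h at 37C with compounds at 1:260 dilution of DMSO stock. Lysed, then beta-galactosidase activity read as FDG fluorescence (ex 480/em 540) after 30 min, with pre-read for autofluorescence.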
# ASM inhibitor: blocks human secretory acid sphingomyelinase. placental ASM, HMU-PC fluorogenic substrate, 60 min. Potency, µM (highest dose often 57.5 µM), without a hit: at the top dose activity change, negative = inhibition, hits mostly inhibitors. P17405. actives 0.006% (n = 340,000)
#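 Steps: dispense placental human ASM, pin compound, wait 10 min at room temperature, add HMU-PC0 substrate at 9 uM final, incubate 60 min at 37 °C, add stop solution raising pH to 10, read fluorescence.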
# Active calls of the source: *; ? = inconclusive. Unless noted, calls follow the shape of the dose curve; as a rule, active = well fitted curve in the direction sought with a large enough effect; inconclusive = small, poorly fitted or top-dose-only effect, or another doubt; inactive = no such curve, though single readings can be large; an effect the other way counts as inactive or inconclusive. Potency is read from the fitted curve at half-maximal effect. An excerpt; count on the stated rates, not on these rows.
SMILES,BRCA1 expr act,uPA surface inh,a7 integrin act,ASM inhibitor
COC(=O)C1=C(C(=O)OC)[C@@H]2N(C)c3ccccc3[C@@]23C[C@@H](CO)N=C3N1,3%,5%,26%,-3%
COc1ccc(-c2nn3c(-c4cccc(C)c4)nnc3s2)cc1OC,-91%,3%,-12%,-7%
O=c1c2ccccc2oc2ccc(C#CC3(O)CCCCC3)cc12,16%,2.8µM*,11%,-20%
O=C(c1cc(COc2cccc(C(F)(F)F)c2)on1)N1CCc2ccccc2C1,-2%,7%,15%,-1%
c1ccc(-c2ccc3sccc3n2)cc1,?,-10%,3%,2%

# Copied from the list.
# Value for O=c1c2ccccc2oc2ccc(C#CC3(O)CCCCC3)cc12 in uPA surface inh: 2.8µM*
# Value for O=C(c1cc(COc2cccc(C(F)(F)F)c2)on1)N1CCc2ccccc2C1 in a7 integrin act: 15%

# Compound profiles (already shown). Order of screens: BRCA1 expr act, uPA surface inh, a7 integrin act, ASM inhibitor
# COC(=O)C1=C(C(=O)OC)[C@@H]2N(C)c3ccccc3[C@@]23C[C@@H](CO)N=C3N1 as listed: 3%, 5%, 26%, -3%
# O=c1c2ccccc2oc2ccc(C#CC3(O)CCCCC3)cc12 as listed: 16%, 2.8µM*, 11%, -20%

# uPA surface inh: hit marks shown above.
SMILES,BRCA1 expr act,uPA surface inh,a7 integrin act,ASM inhibitor
O=c1c2ccccc2oc2ccc(C#CC3(O)CCCCC3)cc12,16%,2.8µM*,11%,-20%

# An excerpt from above in order of number of heavy atoms, low to high:
SMILES,BRCA1 expr act,uPA surface inh,a7 integrin act,ASM inhibitor
c1ccc(-c2ccc3sccc3n2)cc1,?,-10%,3%,2%
O=c1c2ccccc2oc2ccc(C#CC3(O)CCCCC3)cc12,16%,2.8µM*,11%,-20%
COc1ccc(-c2nn3c(-c4cccc(C)c4)nnc3s2)cc1OC,-91%,3%,-12%,-7%

# Screening data (PubChem BioAssay)
